# DNMT1 inh – blocks human DNA methyltransferase DNMT1. 360,000 tested, 0.83% active. inhibition (reported as % activation of signal), % at 10 µM. DNMT1 molecular beacon, Hinp1I cleavage, fluorescence. AID 588458; in the data active = inhibition above about 50%
# Tb MetRS inh – blocks T. brucei methionyl-tRNA synthetase activity; inhibition, % at 11.9 µM; purified T. brucei MetRS, ATP depletion, Kinase-Glo luminescence; 360,000 tested, 0.4% active;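 active = inhibition above a per-plate cutoff of the control wells' mean inhibition plus 3 SD, cut at about 5.5% in these data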;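 also: 0% = DMSO wells median and 100% = median of wells with control inhibitor compound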
#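 Dosing: 11.9 µM compound single dose, 0.9% DMSO; Assay system: purified T. brucei MetRS enzyme; Measured by: Kinase-Glo luciferase luminescence reporting remaining unconsumed ATP; Schedule: 15 min plus 2 h at 25 °C.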
# STEP block – blocks human striatal-enriched tyrosine phosphatase; P54829; 360,000 tested, 0.25% active; inhibition, % at 20 µM; recombinant STEP, OMFP fluorogenic substrate, fluorescence;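 active = inhibition at 20 µM, scaled per plate between control wells, above about 37%, limit read from the data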;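 also: 0% = DMSO with enzyme and substrate and 100% = substrate only without enzyme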
#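 Measure: Control-normalized % inhibition with plate pattern correction | Test system: STEP phosphatase, cell-free reaction | Medium: pH 6.0 Bis-Tris with DTT and Tween 20 | Technique: Fluorescence, 480/540 nm | Times: Reaction 20 min, ambient temperature | Doses: Single compound dose of 20 µM, 1% DMSO final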
# bovine MsrA act – activates bovine MsrA enzyme. activation, % at 10.6 µM. 360,000 tested, 0.3% active. purified bovine MsrA, absorbance read-out. AID 602163; in the data active = activation above about 7.5%;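 also: 0% = vehicle and 100% = reference activator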
# SUMO1 PPI mod – SUMO1-SIM interaction modulation | P63165 | SUMO1 binding to a labelled peptide, TR-FRET, 1 h | inhibition, % at 20 µM | 360,000 tested, 0.33% active | AID 602429; in the data active = inhibition above about 37%
# Target sequence (P63165 whole entry, looked up): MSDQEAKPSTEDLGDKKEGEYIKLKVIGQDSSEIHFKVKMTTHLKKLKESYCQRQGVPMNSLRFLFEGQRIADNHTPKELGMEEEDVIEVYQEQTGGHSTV
# NRP1-CendR mod – alters CendR peptide binding to human NRP-1. O14786. FAM-RPARPAR peptide binding to NRP-1, fluorescence polarization. inhibition, % at 25 µM. 360,000 tested, 0.85% active;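 active = inhibition or corrected inhibition above about 18%, plus a signal ratio from 0.5 to 1.5, limit read from the data, passing the limit was not always enough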; also: strong numbers were not always called active
# Target sequence (O14786 whole entry, looked up): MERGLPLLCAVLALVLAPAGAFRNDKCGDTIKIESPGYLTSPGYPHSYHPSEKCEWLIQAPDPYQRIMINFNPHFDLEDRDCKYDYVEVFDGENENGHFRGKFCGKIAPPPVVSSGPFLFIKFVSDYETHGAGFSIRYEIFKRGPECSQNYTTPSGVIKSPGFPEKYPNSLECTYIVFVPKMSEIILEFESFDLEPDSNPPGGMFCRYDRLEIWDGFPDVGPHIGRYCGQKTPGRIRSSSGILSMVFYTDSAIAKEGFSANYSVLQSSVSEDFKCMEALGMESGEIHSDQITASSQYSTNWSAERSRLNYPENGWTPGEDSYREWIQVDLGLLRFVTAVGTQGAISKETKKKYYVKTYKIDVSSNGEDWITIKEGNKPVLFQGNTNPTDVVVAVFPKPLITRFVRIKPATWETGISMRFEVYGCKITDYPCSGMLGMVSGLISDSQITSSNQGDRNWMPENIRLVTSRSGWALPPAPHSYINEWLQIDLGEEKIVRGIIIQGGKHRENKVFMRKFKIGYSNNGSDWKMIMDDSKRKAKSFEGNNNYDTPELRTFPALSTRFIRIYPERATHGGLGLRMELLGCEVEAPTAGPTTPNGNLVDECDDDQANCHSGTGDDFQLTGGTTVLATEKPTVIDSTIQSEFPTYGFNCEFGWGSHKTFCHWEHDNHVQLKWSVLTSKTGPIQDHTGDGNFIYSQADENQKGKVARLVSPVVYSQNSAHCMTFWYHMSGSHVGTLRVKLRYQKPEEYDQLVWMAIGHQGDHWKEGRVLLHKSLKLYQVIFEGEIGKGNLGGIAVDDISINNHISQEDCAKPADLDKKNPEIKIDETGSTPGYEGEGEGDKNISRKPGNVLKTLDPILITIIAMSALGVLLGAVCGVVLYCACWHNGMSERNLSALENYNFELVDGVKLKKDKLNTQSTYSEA
# E coli Lon inh – inhibits E. coli Lon protease | AID 602123 | P0A9M0 | purified E. coli Lon protease, fluorescence polarization | 360,000 tested, 0.42% active | inhibition, % at 7.94 µM; in the data active = inhibition above about 13%, passing the limit was not always enough;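 also: 0% = enzyme with probe and DMSO and 100% = no enzyme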
# MsrA inh – inhibits bovine methionine sulfoxide reductase A | AID 651718 | inhibition, % at 15.5 µM | purified bovine MsrA, absorbance read-out | 360,000 tested, 0.75% active; in the data active = inhibition above about 4.5%;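 also: 0% = vehicle wells with enzyme and 100% = reference inhibitor wells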
# Scp1 inh – inhibitors of human Scp-1 phosphatase. Q9GZU7. Recombinant Scp1, phosphopeptide, malachite green phosphate absorbance. inhibition, % at 20 µM. 340,000 tested, 0.88% active. AID 493091;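 active = inhibition above about 50% at 20 µM, limit read from the data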;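 also: plate controls were DMSO wells with enzyme for no effect and wells lacking enzyme for full effect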
#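 assay system = SCP-1 phosphatase catalytic domain, residues 76-261 | buffer or medium = 50 mM Tris acetate pH 5.5, 0.005% Tween-20, 10 mM MgCl2 | incubation = enzyme reaction 45 min at room temperature, colour 5 min, stabilisation 30 min | signal = Phosphate-binding colour reagent, absorbance read at 630 nm | measure = % inhibition at 20 µM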
# LMPTP block – blocks human LMPTP phosphatase; P24666; recombinant LMPTP-A, OMFP fluorogenic substrate, fluorescence intensity; inhibition, % at 20 µM; 360,000 tested, 0.22% active; AID 651560;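 active = compounds that cut the enzyme signal by at least half of the control window in the single-dose screen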;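 also: plate controls were DMSO wells with enzyme plus substrate for no effect and substrate without enzyme for full effect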
#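 Test system – LMPTP-A enzyme · Amount – LMPTP-A at 0.625 nM final in the reaction · Buffer or medium – Bis-Tris pH 6.0, DTT, detergent · Reagent – OMFP 400 µM · Doses – single 20 µM dose · Schedule – reaction 50 min, room temperature, dark · Detection – fluorescence intensity of OMFP turnover product · Evaluation – percent inhibition versus substrate-only and uninhibited controls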
# Starred values were filed as active, the others as inactive; i = inactive; . = not tested or not shown.
SMILES,DNMT1 inh,Tb MetRS inh,STEP block,bovine MsrA act,SUMO1 PPI mod,NRP1-CendR mod,E coli Lon inh,MsrA inh,Scp1 inh,LMPTP block
O=C(CN1CCNCC1)Nc1ccccc1Cl,0.9,0.0,-0.2,0.0,-1.0,5.0,3.6,0.2,-7.2,-3.4
Cc1csc(SCc2nnc(-c3ccccc3Br)o2)n1,-3.4,-0.8,-0.7,-9.0,-2.7,-4.0,-5.9,0.7,-5.5,-0.6
COc1cc2nc(C(C)(C)C)oc(=O)c2cc1OC,5.4,-1.0,-1.9,-1.4,4.9,-5.0,-1.9,-0.9,-10.8,-1.3
CN(C)c1ccc(/C=C2\Oc3ccc(C#Cc4cccc(N)c4)cc3C2=O)cc1,-9.1,-0.1,-28.6,-2.9,-23.6,148.2,i,.,8.4,3.3
COc1c(C)cc(C(O)c2ncc(-c3ccccc3C(F)(F)F)[nH]2)cc1C (stereo not drawn),1.2,0.0,-2.7,-1.8,1.4,11.5,-5.5,2.0,.,0.9
CCCC(=O)Nc1nc(-c2ccccc2)c(CC)s1,-0.5,-0.3,0.9,0.7,0.2,6.2,-0.8,1.2,-5.2,2.4
Cc1ccc(CN2CC(C(=O)N(CC(C)C)c3c(N)n(Cc4ccccc4)c(=O)[nH]c3=O)CC2=O)cc1 (stereo not drawn),2.5,-0.1,1.1,7.2,1.6,9.6,-4.9,0.3,-6.8,-0.8
Cc1ccc2cc(-c3noc(C(C)(C)C)n3)c(=O)[nH]c2c1,1.5,0.2,-5.8,-6.0,-3.3,-12.9,-1.6,3.2,-2.2,-0.4
CN(C)CCN(C(=O)c1ccc(C(=O)c2ccccc2)cc1)c1nc2cc3c(cc2s1)OCO3,-4.8,-0.2,2.0,-3.1,-0.6,3.9,-7.0,-1.0,1.7,1.0
CNc1cc(Cl)nc(SC)n1,-1.3,-0.4,-0.8,-4.8,-0.7,6.6,-9.3,-1.5,-1.4,0.2
CSc1cccc(NC(=S)N2CCCN(Cc3ccccc3F)C2)c1,-4.1,2.6,-0.3,-1.3,4.1,4.8,2.2,-0.5,-10.4,-2.2
CCCCCC(=O)N/N=C/c1ccccc1[N+](=O)[O-],-2.3,0.4,8.1,-2.4,-7.9,0.1,2.0,0.2,-5.3,-0.1
CCOCC(=O)N1CCCC(C(=O)OCC)C1 (stereo not drawn),-0.5,-0.1,0.4,-2.5,-3.6,11.6,-12.7,-1.7,-8.5,-2.0
CCOC(=O)c1c(C)c(C(=O)NCCOC)c(C)n1CC,-3.0,-0.6,1.9,-1.7,0.5,-11.9,-0.6,-0.1,-4.3,-0.3
CS(=O)(=O)N1CCN(c2ccc(C(=O)NC34CC5CC(CC(C5)C3)C4)cc2[N+](=O)[O-])CC1,-4.7,-0.3,-1.1,-3.9,-10.9,-5.1,-6.9,2.3,-2.4,1.1
CCOc1ccc(CCNC(=O)c2ccc(C)c(S(=O)(=O)N3CCOCC3)c2)cc1OCC,5.5,-0.3,-2.1,-4.1,0.8,0.4,-4.7,-0.6,-4.6,-2.7
O=c1c2ccccc2n(Cc2ccccc2F)c(=O)n1Cc1ccccc1F,-4.5,-0.8,4.4,0.7,-0.7,-5.2,-2.9,0.6,-5.2,2.4
Cc1ccc(-c2cc3c(N=O)c4ccccc4c-3n[nH]2)cc1,74.6*,-1.1,17.6,-3.0,-4.4,-15.1,-1.4,-1.2,16.1,20.7
Cc1cc(=O)c2cc(NC(=O)c3ccccc3Cl)ccc2[nH]1,3.2,-1.5,-2.7,-3.1,10.3,-2.5,3.2,0.6,-7.3,-0.6
Cc1ccc(OCC(=O)Nc2ccc(-c3nc4ncccc4o3)cc2)c(C)c1,54.9*,-0.5,-1.7,-3.0,4.3,-25.4,4.4,-0.1,5.2,11.9
O=C(CSc1nncn1-c1ccccn1)Nc1ccccc1Cl,2.4,-0.1,-0.6,-2.8,1.1,8.5,6.8,2.2,-4.8,-1.5
CCCc1cc(=O)[nH]c(SCC(=O)NC(=O)NC2CCCC2)n1,-1.0,-0.2,-5.4,-0.8,10.5,11.1,2.3,0.0,-8.2,-1.8
CC1(NC(=S)NCCCCCCNC(=S)NC2(C)CCS(=O)(=O)C2)CCS(=O)(=O)C1 (stereo not drawn),0.2,0.2,0.7,-1.6,2.0,-0.9,1.2,-1.0,-3.6,-1.0
CC(=O)Nc1ccc(NC(=O)CC2CCCC2)cc1,-1.8,-0.3,1.5,-1.4,0.7,2.7,4.3,-0.1,-3.1,-2.1
N=C(c1cccc([N+](=O)[O-])c1)N1CCCCCC1,0.4,-0.3,2.3,-2.6,-7.7,-0.8,-5.2,-0.1,-9.4,-1.4
Clc1ccc(-c2cnn3c(-c4ccncc4)ccnc23)cc1,-3.7,-0.3,-0.4,-4.2,-13.9,-10.6,-4.4,1.7,2.9,-0.2
COc1cccc(/C=C/C(=O)OCC(=O)c2ccc(C)c(C)c2)c1OC,-4.7,-0.3,4.0,-3.9,-9.0,0.9,-6.1,-0.1,-12.1,2.3
Cc1nc2n(n1)C(c1ccccc1)C1=C(CC(c3ccco3)CC1=O)N2 (stereo not drawn),5.8,0.3,-5.3,-2.1,1.9,5.5,-1.7,0.7,-2.3,12.2
NC(=O)CSc1oc(-c2ccco2)nc1S(=O)(=O)c1ccc(F)cc1,0.2,0.0,-0.2,-2.8,0.7,-2.0,-3.7,.,0.1,-1.2
CC(Sc1nnc(CNc2cccc3ccccc23)n1-c1ccccc1)C(=O)N/N=C/c1ccco1 (stereo not drawn),-11.6,-0.9,-1.3,-4.6,-6.5,10.5,0.8,0.0,0.4,-1.3
O=C(NC(=S)Nc1cccc2[nH]ncc12)c1ccccc1,-6.9,-0.1,1.7,-1.3,-1.7,14.0,3.5,-0.6,-8.0,0.5
O=c1oc2ccccc2c(Nc2ccc(F)cc2)c1[N+](=O)[O-],-0.7,0.4,0.0,-2.7,-16.7,-24.2,-2.5,1.4,-10.5,-0.5
COc1cc(NC(=O)c2cc(C)no2)c(OC)cc1Cl,4.4,-1.5,0.0,-3.4,5.1,2.9,1.5,0.7,-6.5,0.8
CC(C)CNc1ncnc2c1ncn2[C@H]1CN(CCc2ccccc2)C[C@@H](CO)O1,-6.1,-0.2,-3.1,-0.3,-0.3,-0.2,-3.7,1.1,.,-0.4
Cc1ccc(C)c(Oc2nnnn2-c2ccccc2)c1,2.0,-0.1,-2.0,0.2,-3.1,-4.1,3.6,0.2,-10.5,1.6
Clc1cccc(Cl)c1-c1noc(CN2CCOCC2)n1,-1.0,-0.2,-2.2,-0.6,-4.4,8.7,-7.0,-0.3,-11.4,-2.2
Cc1ccc(SCCNS(=O)(=O)c2ccc(F)cc2)cc1,-5.3,0.2,0.2,1.5,3.5,1.6,-4.1,0.3,-5.5,-0.4
N/C(=N\OS(=O)(=O)c1ccc(Cl)cc1)c1cccnc1,1.1,-0.1,0.1,-2.5,3.7,-4.7,-5.6,-0.4,-27.1,-3.4
Cc1ccc(-n2cc(CNC(C)Cn3cncn3)c(-c3ccc(F)cc3)n2)cc1 (stereo not drawn),-2.0,-0.4,2.8,3.0,-1.7,-5.7,-2.4,0.2,-6.2,-1.3
CCCS(=O)(=O)n1nc(-c2ccc(Br)cc2)cc1N,-0.8,0.8,1.6,-1.7,3.7,11.5,-10.6,-0.5,-16.1,1.1

# Part of the list above, set out differently:
SMILES | DNMT1 inh | Tb MetRS inh | STEP block | bovine MsrA act | SUMO1 PPI mod | NRP1-CendR mod | E coli Lon inh | MsrA inh | Scp1 inh | LMPTP block
COc1cccc(/C=C/C(=O)OCC(=O)c2ccc(C)c(C)c2)c1OC | -4.7 | -0.3 | 4.0 | -3.9 | -9.0 | 0.9 | -6.1 | -0.1 | -12.1 | 2.3
Cc1nc2n(n1)C(c1ccccc1)C1=C(CC(c3ccco3)CC1=O)N2 (stereo not drawn) | 5.8 | 0.3 | -5.3 | -2.1 | 1.9 | 5.5 | -1.7 | 0.7 | -2.3 | 12.2
NC(=O)CSc1oc(-c2ccco2)nc1S(=O)(=O)c1ccc(F)cc1 | 0.2 | 0.0 | -0.2 | -2.8 | 0.7 | -2.0 | -3.7 | . | 0.1 | -1.2
CC(Sc1nnc(CNc2cccc3ccccc23)n1-c1ccccc1)C(=O)N/N=C/c1ccco1 (stereo not drawn) | -11.6 | -0.9 | -1.3 | -4.6 | -6.5 | 10.5 | 0.8 | 0.0 | 0.4 | -1.3
O=C(NC(=S)Nc1cccc2[nH]ncc12)c1ccccc1 | -6.9 | -0.1 | 1.7 | -1.3 | -1.7 | 14.0 | 3.5 | -0.6 | -8.0 | 0.5

# The results go on.
SMILES,DNMT1 inh,Tb MetRS inh,STEP block,bovine MsrA act,SUMO1 PPI mod,NRP1-CendR mod,E coli Lon inh,MsrA inh,Scp1 inh,LMPTP block
CC(Oc1ccc(F)cc1)C(=O)Nc1cc(S(=O)(=O)N2CCOCC2)ccc1N1CCCCC1 (stereo not drawn),-3.0,0.4,2.7,-0.4,0.2,1.0,-11.9,-0.4,-1.1,4.1
O=C(CNC(=O)C1CC(=O)N(c2cccc3ccccc23)C1)Nc1ccccc1Br (stereo not drawn),-1.8,-0.3,-1.0,0.0,-7.3,-8.9,-6.1,-0.1,0.7,-1.2
CC1(c2cnc(Nc3ccccc3)s2)CCC(=O)O1 (stereo not drawn),-2.5,-0.1,-0.7,-3.9,-4.3,-6.6,2.2,0.4,-4.2,1.9
Cc1ccc(N2CCN(/N=C/C(Cl)=C/c3ccccc3)CC2)cc1,10.3,-0.1,-3.2,-1.8,3.6,-11.1,-7.2,-0.7,-11.6,-0.2
CCN(CC(=O)Nc1c(F)cccc1F)C(=O)c1ccc(S(=O)(=O)N2CCCCCC2)cc1,1.0,-0.4,-2.2,-4.0,0.9,14.1,-2.5,-0.6,-1.2,-1.3
[O-][n+]1ccccc1SC/C=C/c1ccccc1,-1.3,-0.5,2.0,-0.8,-3.4,0.9,-0.7,-0.8,-1.2,-0.2

# Screens: PubChem BioAssay, several laboratories
